# Assay outcomes (PubChem BioAssay)
# ERp5 inh – inhibitors of human ERp5 | Q15084 | ERp5 insulin aggregation, absorbance 650 nm, 90 min | inhibition, % at 9.99 µM | hit rate 0.05% among 350,000;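 active means mean replicate inhibition above about 25%, with every replicate also reaching it, limit read from the data, passing the limit was not always enough; inconclusive means only one of those two criteria met; inactive means neither criterion met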
# Target sequence (Q15084 whole entry, looked up): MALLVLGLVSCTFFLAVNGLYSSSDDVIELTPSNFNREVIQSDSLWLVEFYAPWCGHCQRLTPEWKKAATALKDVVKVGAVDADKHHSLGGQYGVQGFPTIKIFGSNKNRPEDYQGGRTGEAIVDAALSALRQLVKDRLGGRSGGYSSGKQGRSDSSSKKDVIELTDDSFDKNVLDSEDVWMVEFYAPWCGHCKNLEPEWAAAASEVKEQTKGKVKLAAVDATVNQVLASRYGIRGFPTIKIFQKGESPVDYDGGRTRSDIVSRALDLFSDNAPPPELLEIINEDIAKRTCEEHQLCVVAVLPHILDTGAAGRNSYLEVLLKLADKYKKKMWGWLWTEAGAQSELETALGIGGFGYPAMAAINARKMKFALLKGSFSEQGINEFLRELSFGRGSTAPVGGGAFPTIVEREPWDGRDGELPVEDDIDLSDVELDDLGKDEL
# Statin myotox sup – protects C2C12 myotubes from simvastatin toxicity; ATP luminescence, 48 h; scaled: DMSO 0, geranylgeraniol control 100; rescue of ATP level, % at 7.49 µM; hit rate 0.78% among 330,000;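 active means mean ATP rescue above about 67%, or every replicate alone reaching that limit, limit read from the data, passing the limit was not always enough; inconclusive means no clear call, values can overlap the other calls; inactive means mean under the limit and some replicate under it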;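 further: myotubes were challenged with 10 µM simvastatin during compound exposure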
# DENV2 CPE – protects cells from dengue virus 2 cytopathic effect. DENV2-infected cells, cytopathic effect rescue, plate reader. CPE inhibition, % at 9.99 µM. AID 651640. hit rate 1.7% among 350,000; in the data active means CPE inhibition above about 20%, passing the limit was not always enough; inconclusive means no clear call, values can overlap the other calls; tested in BHK-21 cells;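 further: 0% = median of neutral control wells and 100% = median of positive control wells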
# E-sel inducer – induces E-selectin expression in human endothelial cells | HUVEC E-selectin immunofluorescence imaging; normalized: neutral wells 0, TNF-alpha wells 100 | activation, % at 7.58 µM | hit rate 0.37% among 260,000;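 active means mean E-selectin-positive cell signal at least 10% of the positive control, reached in at least 60% of replicates, without over 20% cell loss; inconclusive means no rule given, readout overlaps actives, possibly toxicity-flagged; inactive means the rest, including those meeting only one limit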;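 further: in these data hits start at about 27%; measured in HUVEC primary endothelial cells; signal is the percent of cells scored E-selectin positive by PE staining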
#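 Read-out: % PE-positive cells | Test system: HUVEC | Doses: One compound dose added by pin transfer | Buffer or medium: EGM-2 over gelatin coat | Signal: Immunofluorescence imaging | Benchmarks: TNF-alpha, DMSO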
# SIRT5 block – sirtuin-5 (human) deacylase inhibition; inhibition, % at 15 µM; Purified SirT5, succinyl-peptide AMC, trypsin-coupled fluorescence; Q9NXA8; AID 652115; hit rate 1.1% among 330,000; in the data active means inhibition above about 15%; inconclusive means no clear call, values can overlap the other calls
# Target sequence (Q9NXA8 whole entry, looked up): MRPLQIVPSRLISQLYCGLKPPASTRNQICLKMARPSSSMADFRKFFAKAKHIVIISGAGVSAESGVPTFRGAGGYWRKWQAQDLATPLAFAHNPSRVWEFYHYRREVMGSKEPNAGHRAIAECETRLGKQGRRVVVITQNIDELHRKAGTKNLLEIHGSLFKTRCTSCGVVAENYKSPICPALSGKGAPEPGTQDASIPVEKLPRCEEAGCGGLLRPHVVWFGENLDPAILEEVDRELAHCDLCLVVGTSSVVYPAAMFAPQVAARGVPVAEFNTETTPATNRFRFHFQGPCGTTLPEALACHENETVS
# PglD inh – PglD (C. jejuni) enzyme inhibition; purified PglD enzyme, DTNB colorimetric CoA detection; AID 602405; inhibition, % at 12.5 µM; hit rate 0.098% among 360,000; in the data active means inhibition above about 16%, passing the limit was not always enough; inconclusive means no clear call, values can overlap the other calls; further: strong numbers were not always called active
# S100A4 MyoIIA – blocks human S100A4 binding to myosin IIA peptide. S100A4/TAMRA-MyoIIA peptide fluorescence polarization. AID 652163. hit rate 0.14% among 360,000. inhibition, % at 10.7 µM. P26447;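 active means mean inhibition of at least 70% across replicates, with every replicate also reaching that level; inconclusive means mean inhibition reaches 70% but some replicates fall short; inactive means mean inhibition below 70%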
# Target sequence (P26447 whole entry, looked up): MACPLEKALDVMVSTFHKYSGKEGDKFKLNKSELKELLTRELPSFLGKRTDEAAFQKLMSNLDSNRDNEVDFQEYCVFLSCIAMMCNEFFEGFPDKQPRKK
#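 Compound dosing: one dose per compound; test system: human S100A4 monomer with TAMRA-labelled myosin IIA peptide; probe or stimulus: TAMRA-labelled myosin IIA heavy-chain peptide probe, 5 nM; medium: HEPES buffer with Ca2+, pH 7.2; schedule: 5 min incubation before reading; benchmarks: neutral control DMSO, positive control TFP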
# An asterisk follows results filed as active; ? = inconclusive; . = no result given.
molecule	ERp5 inh	Statin myotox sup	DENV2 CPE	E-sel inducer	SIRT5 block	PglD inh	S100A4 MyoIIA
Cn1c(=O)n(C)c2cc(S(=O)(=O)Nc3ccccc3)ccc21	6.1	.	-0.6	.	4.0	.	12.6
CC(C)NC(=O)N(C)C[C@@H]1Oc2ccc(NC(=O)C3CC3)cc2C(=O)N([C@H](C)CO)C[C@H]1C	-1.1	57.7	1.5	-4.1	-0.4	-0.4	8.5
COc1ccc(S(=O)(=O)N[C@@H]2CC[C@H](CC(=O)NCc3ccccc3F)O[C@@H]2CO)cc1	-0.1	-0.7	1.1	0.2	-1.0	2.3	13.8
Cc1nc(N2CCOCC2)c2c(C)c(C(=O)Nc3ccc(C(F)(F)F)cc3)sc2n1	-5.2	-15.3	-7.2	.	-1.5	2.2	-3.2
CN(C)/C=N/c1c(C#N)cnn1-c1ccccc1	-2.6	4.2	-2.5	.	-4.6	3.1	-0.5
O=C(/C=C/c1ccc(Br)cc1)N1CCN(Cc2ccccc2)CC1	2.6	.	-8.0	0.1	2.1	.	-0.1
CCOC(=O)N1CCN(C(=O)CCC(=O)c2ccc(OCC)cc2)CC1	5.1	4.3	2.1	-0.1	-9.7	1.1	-1.5
CCOc1cc(/C=N/NC(=O)c2nnn(-c3nonc3N)c2C)ccc1OCc1ccc(C)cc1	3.7	-32.0	-10.7	.	-0.7	-0.8	1.4
CCCC#Cc1ccc2c(c1)[C@@H]1[C@@H](CCN1S(=O)(=O)c1ccc(F)cc1)[C@H](CO)N2	-2.2	.	1.3	3.2	3.5	.	-4.9
CCOC(=O)N1CCN(C(=S)Nc2ccc3nc(N4CCN(CC)CC4)cc(C)c3c2)CC1	-5.2	.	-3.0	.	0.7	3.9	30.8
Cc1ccccc1-c1n[nH]nc1C1=CC(=O)C[C@H](c2ccc(F)cc2)C1	-0.5	7.8	-9.1	-0.1	1.2	-3.3	-3.6
COc1cc(OC)cc(C(=O)OCC(=O)NCCCc2ccccc2)c1	-2.2	8.7	4.5	.	-1.4	-0.1	6.4
C[C@H]1CCCCO[C@@H](CN(C)C(=O)c2ccccc2)[C@@H](C)CN([C@@H](C)CO)C(=O)c2cc(NC(=O)CCC(F)(F)F)ccc2O1	2.1	.	-6.9	-0.2	-3.6	0.4	5.1
CC(C)NC(=O)COC(=O)c1ccc(Cl)c(S(N)(=O)=O)c1	-4.2	.	-0.8	.	-0.5	.	-24.1
Cc1cccc(CC(=O)Nc2cc(C)c3c(=O)oc4ccccc4c3n2)c1	1.0	-6.5	2.7	0.3	-2.4	-1.2	-4.1
O=C(CN1CCCCCC1)Nc1ccccc1C(=O)Nc1ccccc1	-3.6	-15.8	3.3	0.1	-3.9	.	22.5
CCCCCC(=O)NCc1c(C(F)(F)F)nn(C)c1N1CCOCC1	1.2	9.5	1.0	.	-2.3	-2.4	-9.7
COc1ccccc1OCc1ccc(C(=O)NN)o1	3.5	7.6	6.7	.	0.8	9.8	3.1
C[C@@H]1CN([C@H](C)CO)C(=O)c2cc(NS(=O)(=O)c3cn(C)cn3)ccc2O[C@@H](C)CCCCO[C@@H]1CN(C)C	1.1	.	0.2	0.0	0.9	-3.6	-5.7
Cc1ccccc1S(=O)(=O)N1C[C@@H](O)COC[C@@H]2O[C@@H](CC(=O)NCc3ccccc3Cl)CC[C@H]21	2.0	-48.7	-0.3	0.0	2.3	0.1	2.7
Cc1cc(C)nc(N2CCCC(C(=O)NC(C)C)C2)n1 (centres undefined)	-0.1	2.9	-4.1	-0.3	-0.3	.	15.1
Cc1c(C(=O)N(CCO)Cc2ccccc2)oc2c(F)cccc12	-0.6	33.8	-3.1	.	.	-1.8	-25.7
O=C(CCCn1nnc2ccccc2c1=O)N[C@@H](Cc1ccccc1)C(=O)O	0.3	2.1	6.2	3.7	-2.0	-2.2	-4.5
COC(=O)c1ccc(CNC(=O)COC(=O)/C=C/c2cccc(OC)c2)cc1	-3.3	1.7	?	6.0	.	-0.1	-1.5
N#C/C(=C\c1ccccc1[N+](=O)[O-])C(=O)NCc1ccccc1	4.9	.	18.0	0.0	-4.0	.	-1.7
Cn1c(SCC(=O)NCCc2ccccc2)nc2c([nH]c3ccccc32)c1=O	6.1	.	-2.8	.	-0.2	.	-18.1
c1ccc(-c2cc(-c3nnco3)c3ccccc3n2)nc1	4.1	3.1	-5.1	.	-1.0	-2.8	-4.0
Cc1ccc(S(=O)(=O)NCCC(=O)Nc2cc(F)ccc2C)cc1C	-3.2	-9.9	1.0	0.1	9.8	-1.5	-5.9
COC(=O)c1c(NC(=O)c2ccco2)sc2c1CCN(C(C)=O)C2	-24.2	-2.2	-6.2	-0.1	-0.1	-4.8	-2.0
C/C=C/c1ccc([C@@H]2[C@@H](CO)N(C(=O)C3CCCCC3)C23CN(C(=O)NC(C)C)C3)cc1	1.4	.	-3.7	0.0	0.7	.	1.4

# Going on with the list.
molecule	ERp5 inh	Statin myotox sup	DENV2 CPE	E-sel inducer	SIRT5 block	PglD inh	S100A4 MyoIIA
C=CCNC(=O)/C(C#N)=C/c1c(N(Cc2ccccc2)Cc2ccccc2)nc2ccccn2c1=O	-3.9	.	15.5	.	-7.8	-5.5	-0.7
COc1ccc(C(=O)CC(SCC(NC(C)=O)C(=O)O)c2ccc(Cl)cc2)cc1OC (centres undefined)	-2.9	7.6	4.7	-0.1	2.0	-0.6	-4.3
CCn1ncc(S(=O)(=O)NCc2ccccc2Cl)c1C	3.3	18.2	1.9	0.1	-1.4	-0.1	-6.8
COCC(C)n1c(C)cc(C(=O)COC(=O)/C=C/c2cccc(F)c2)c1C (centres undefined)	1.9	11.8	-5.3	.	-1.2	-2.0	-29.0
COCCCNC(=O)C[C@H]1C[C@H](C(=O)N2CCCCC2)[C@@]2(C)c3[nH]c4cc(-c5ccco5)ccc4c3CCN2C1=O	4.2	4.0	3.4	0.5	-8.9	-3.2	0.5
COCCNC(=O)C[C@H]1C[C@@H]2c3cc(NC(=O)Nc4ccc(F)cc4)ccc3O[C@@H]2[C@@H](CO)O1	.	6.9	1.1	0.3	.	8.9	.
Clc1ccc(-c2cc(CN3CCCCC3)no2)cc1Cl	-0.4	-10.3	7.5	.	-4.9	-2.6	-7.6
O=C(Nc1ccccc1)OCCCCCOC(=O)Nc1ccccc1	-2.3	-5.2	1.5	0.0	-6.6	4.0	-4.3
O=C1CSCN1c1cc(Cl)ccc1Cl	5.7	.	-4.8	0.4	-2.1	.	1.8
CCC(=O)N[C@H]1CC[C@H](CCNS(=O)(=O)c2ccc(Cl)cc2)O[C@@H]1CO	2.0	-3.3	-0.7	0.7	0.1	-3.4	35.9
CCN(CC)CCNC(=O)c1ccc(NC(=O)c2ccc(F)cc2F)cc1	-9.4	.	-9.1	1.9	-2.0	.	2.7
COCC(=O)N(C)C[C@H]1Oc2cc(C#C[C@@H](C)O)ccc2S(=O)(=O)N([C@H](C)CO)C[C@H]1C	-3.5	0.3	-2.3	0.4	-5.3	-1.9	2.5
CCOc1ccc(C(=O)c2cc([N+](=O)[O-])ccc2N2CCOCC2)cc1	0.9	.	-5.4	0.9	-0.7	.	-4.7
O=C(Nc1ccccc1F)c1ccc2sc([C@H]3C[C@H](O)[C@@H](CO)O3)nc2c1	-12.3	0.0	?	-0.3	.	2.4	-12.9
C[C@H](NC(=O)[C@@H]1[C@@H](CO)[C@@H]2Cn3c(cccc3=O)[C@@H]2N1Cc1ccncc1)c1ccccc1	-1.9	-6.1	10.2	-0.1	10.8	-1.9	5.3
COc1ccc2c3c(n(C)c2c1)[C@@H](CO)N(CC1CCCC1)CC31CCN(C(C)=O)CC1	-4.5	.	4.2	-0.3	2.8	.	-19.1
Cn1cnc([N+](=O)[O-])c1Sc1nnc(-c2cccnc2)n1C	-4.3	7.0	-4.6	0.0	-2.2	2.4	5.3
CN(C(=O)c1cccc(NC(=O)Cc2ccc(NC(=O)C3CCCN(S(=O)(=O)c4cccc([N+](=O)[O-])c4)C3)cc2)c1)C1CCCC1 (centres undefined)	4.0	-7.6	-2.7	0.7	7.4	-0.6	-8.5
CCOc1ccc(CN(C)Cc2cc(=O)oc3cc(C)c(Cl)cc23)cc1	6.2	11.8	0.4	-0.1	-3.2	1.6	-2.2
CCOC(=O)C1=C(CS(=O)(=O)c2ccc(C)cc2)NC(=O)NC1c1ccc(O)c(OC)c1 (centres undefined)	-1.9	13.9	0.5	-0.3	-0.2	8.1	-0.1
CC(C)(C)C(=O)Nc1cccc(OC(F)(F)C(F)Cl)c1 (centres undefined)	1.5	3.7	.	3.6	0.7	2.4	-5.0
O=C1c2ccccc2NC2(CCCCC2)N1N=C1CCCCC1	-1.1	-1.4	13.6	6.5	-3.6	5.2	0.5
CCSc1nc2ccccc2n1S(=O)(=O)c1ccccc1	-3.6	0.9	-2.1	-0.3	-0.6	-2.9	0.3
Cc1cccc(C=CC(=O)c2ccccc2)c1	5.9	8.9	6.2	-0.1	0.0	1.8	-6.9
Cc1cccc(C(=O)OCC(=O)NC(=O)Cc2ccccc2)c1O	0.1	2.3	14.4	-0.2	-2.3	-3.8	-2.5
CC1=Nc2cc(C(=O)O)ccc2Sc2ccc(C)cc21	6.2	2.2	-1.3	4.9	0.0	5.4	-3.4
CCOC(=O)c1c2c(n(Cc3ccccc3)c1C)C(=O)C(=O)c1ccccc1-2	-3.6	.	-3.0	0.3	-1.9	.	1.6
CCC1Oc2ccccc2C(=O)N(CC(=O)c2ccc3c(c2)OCCO3)C1=O (centres undefined)	4.3	4.6	4.7	.	-3.8	-0.6	-8.7
O=C(NC(=S)NCc1cccnc1)c1ccccc1	-1.2	.	1.6	.	.	-1.2	1.7
COc1ccc(CN(C)C[C@H]2OCCCC[C@@H](C)Oc3ccc(N(C)C)cc3C(=O)N([C@H](C)CO)C[C@@H]2C)cc1	3.6	11.6	4.9	0.1	1.8	0.5	3.0

# (further entries)
molecule	ERp5 inh	Statin myotox sup	DENV2 CPE	E-sel inducer	SIRT5 block	PglD inh	S100A4 MyoIIA
CC1(C)CC(=O)C(C=NCCN2CCN(C3CC(=O)N(c4ccc(F)cc4)C3=O)CC2)=C(O)C1 (centres undefined)	3.2	0.3	.	1.7	-2.6	0.1	-1.4
O=C(C[C@@H]1CC[C@H](NC(=O)Nc2cccc(F)c2)[C@@H](CO)O1)NCC1CC1	3.0	-7.8	-0.7	-0.1	1.0	-1.1	3.8
COc1cccc(-c2ccc3c(c2)[C@H]2[C@H](CCN2S(=O)(=O)c2ccccc2F)[C@H](CO)N3C)c1	.	35.7	.	-0.6	.	2.2	.
CCCN1C[C@H](C)[C@@H](OC)CN(C)C(=O)c2cc(NC(=O)Nc3ccccc3F)ccc2OC[C@@H]1C	2.2	-34.3	-1.1	-0.1	-1.1	0.3	9.4
CCN1[C@@H]2c3ccc(-c4ccccc4F)c(=O)n3C[C@@H]2[C@@H](CO)[C@@H]1C(=O)NC1CCC1	-4.7	9.8	-0.4	-0.2	4.8	2.2	-13.5
O=C(CSc1nnc2ccccn12)NNC(=O)c1ccccc1	0.7	.	-2.2	2.5	-1.9	.	-0.4
COc1ccc(OCC(NS(=O)(=O)c2ccc(-n3cnnn3)cc2)C(C)C)cc1 (centres undefined)	-0.7	0.4	-2.5	.	-0.8	-8.5	-2.2
COc1cc(/C=N/NC(=O)CCOc2ccccc2C)cc(Br)c1O	-4.7	.	1.9	.	-6.8	.	19.7
COc1cc(NC(=O)C(=O)NCCN(C)C)c(OC)cc1Cl	6.7	.	-7.4	15.0	4.4	.	4.1

# Not all compounds are listed. The share of hits here may be higher or lower than overall.
